# Source: PubChem BioAssay (several laboratories)
# GPR35 antagonists – GPR35 antagonists blocking zaprinast-driven arrestin recruitment, primary screen, imaging, U2OS, beta-arrestin-GFP, zaprinast agonist (AID 2058); U2OS GPR35 beta-arrestin-GFP translocation imaging, zaprinast antagonism; higher % means a stronger effect; inhibition, % at 10 µM; hits with a dose series show IC50 in µM; actives 0.052% (n = 290,000);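 active = inhibition of at least 50% with at least 30 cells and total cytoplasm GFP at most 10,000,000; inconclusive = under 30 cells or total GFP of 10,000,000 plus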
# Yfh1-off respiration – mitochondrial function rescue without frataxin homolog – Friedreich's ataxia, plus single-dose screen, dose response (AID 1465) | fold induction at 50 µM; hits with a dose series show EC50 in µM | actives 0.074% (n = 220,000) | S. cerevisiae Yfh1-off respiration, WST-1 reduction, 72 h; higher fold induction means a stronger effect;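 active = fold induction of absorbance versus untreated yeast above a set limit, then at least 30% activation at any dose in follow-up; inconclusive = repeats straddling the limit, or above it without dose testing; inactive = fold induction below the set limit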;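 also: activators that raise dye reduction in frataxin-depleted yeast; strong numbers were not always called active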
# AID2073 – disruptors of CaV2.2 binding to Mint1 – biochemical, HTRF (AID 2073). actives 0.19% (n = 290,000). inhibition, % at 20 µM; hits with a dose series show IC50 in µM. HTRF protein-protein interaction, Mint1-CaV2.2; higher % means a stronger effect; in the data active = inhibition mostly above about 51%, no sharp cut-off; inconclusive = no clear call, values can overlap the other calls; inactive = mostly below about 53%; also: some results filed as inactive read as strong as hits
# Rac1 GTP hydrolysis – MgcRacGAP GTPase-activating activity inhibitors, confirmation, biochemical, ADP Hunter fluorescence. MgcRacGAP-stimulated Rac1 GTP hydrolysis, ADP Hunter fluorescence; higher % means a stronger effect; GST-tagged Rac1 F28L mutant substrate. inhibition, % at 30 µM, or IC50 in µM where a hit was titrated. actives 0.6% (n = 340,000). AID 624330;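 active = first-screen hits whose inhibition reached a set limit at any dose in the follow-up dose series; inconclusive = inhibition above the set first-screen limit but never retested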;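 also: fluorescence reports GDP produced by GAP-driven GTP hydrolysis; strong numbers were not always called active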
# NTR1 agonist – agonists of NTR1, primary screen, imaging, U2OS cells, beta-arrestin-GFP, high content (AID 493036); P30989; NTR1-U2OS beta-arrestin-GFP spot imaging, agonist mode; activation, % at 20 µM; actives 0.17% (n = 330,000);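 active = activation at or above 40% of the spot to cytoplasm intensity ratio, with at least 20 cells analyzed; inconclusive = wells under 20 cells, flagged as cytotoxic or low count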;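 also: 0% = DMSO without peptide and 100% = 100 nM NTR1 peptide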
# Target sequence (P30989 whole entry, looked up): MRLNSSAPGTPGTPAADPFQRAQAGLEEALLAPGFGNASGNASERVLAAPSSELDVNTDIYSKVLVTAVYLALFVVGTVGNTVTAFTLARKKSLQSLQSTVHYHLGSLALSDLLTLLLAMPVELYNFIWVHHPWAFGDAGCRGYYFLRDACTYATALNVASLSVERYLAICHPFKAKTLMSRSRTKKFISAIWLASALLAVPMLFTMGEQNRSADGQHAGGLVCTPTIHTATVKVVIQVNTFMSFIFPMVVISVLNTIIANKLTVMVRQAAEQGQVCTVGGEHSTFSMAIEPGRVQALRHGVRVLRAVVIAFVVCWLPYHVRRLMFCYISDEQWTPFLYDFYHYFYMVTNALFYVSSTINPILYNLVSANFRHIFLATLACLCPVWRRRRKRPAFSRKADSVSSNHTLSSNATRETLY
# Large T inhibition – SV40 large T antigen inhibitors, biochemical (AID 1903); actives 0.39% (n = 310,000); SV40 large T antigen ATPase/helicase inhibition assay; higher % means a stronger effect; inhibition, % at 20 µM; hits with a dose series show IC50 in µM; in the data active = a potency from the dose series; inconclusive = inhibition mostly from about 32% at the one dose, without a potency; inactive = the rest, 99 in 100 with inhibition below about 32%; also: strong numbers were not always called active
# GPR55 LPI antagonism – GPR55 antagonists blocking LPI-driven arrestin recruitment, primary screen, imaging, U2OS, beta-arrestin-GFP, LPI agonist (AID 2013). one-dose inhibition, % at 10 µM; IC50 in µM for titrated hits. U2OS GPR55 beta-arrestin-GFP translocation imaging, LPI antagonism; higher % means a stronger effect. actives 0.13% (n = 290,000);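 active = spots per cell inhibited over 60%, with over 100 cells counted and total cytoplasm intensity under 500,000; inconclusive = wells with under 100 cells, flagged as likely toxic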;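 also: U2OS cells stably carrying GPR55 and arrestin-GFP stimulated by 5 µM LPI near EC80; imaged beta-arrestin-GFP aggregate spots per cell after agonist stimulation; plate controls were LPI-stimulated DMSO wells for no effect and DMSO wells without LPI for full effect; some results filed as inactive read as strong as hits; confirmed hits need IC50 under 10 µM and bright autofluorescent wells are also inconclusive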
# Dengue-2 NS5 capping – flavivirus cap methylation enzyme inhibition – biochemical, confirmation dose response, primary screen (AID 588689); Dengue-2 NS5 methyltransferase capping enzyme assay, biochemical; higher % means a stronger effect; inhibition, % at 25 µM, or IC50 in µM where a hit was titrated; actives 0.3% (n = 340,000); in the data active = a potency from the dose series; inconclusive = inhibition above about 29% without an active follow-up result
# GPR55 beta-arrestin – GPR55 agonists via beta-arrestin recruitment, primary screen, imaging, U2OS cells, beta-arrestin-GFP redistribution (AID 1961); actives 0.048% (n = 290,000); activation, % at 10 µM, or EC50 in µM where a hit was titrated; U2OS GPR55 beta-arrestin-GFP redistribution imaging; higher % means a stronger effect;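 active = activation above 40% with more than 50 cells counted in the well; inconclusive = wells holding fewer than 50 cells, flagged as toxic or sparse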;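 also: U2OS osteosarcoma cells stably expressing GPR55 and beta-arrestin-GFP; plate controls were DMSO negative control for no effect and LPI positive control for full effect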
# NTR1 agonist cell count 20 µM – also measured in NTR1 agonist; calls as there; cell count; measured here: cell count, cytotoxicity flag
# Dengue-2 NS5 capping pilot replicate – recorded beside Dengue-2 NS5 capping, whose call it bears; inhibition, %; measured here: pilot screen replicate inhibition
# Active calls of the source: *; i = inactive; ? = inconclusive; . = no result given. Hits appear at their usual frequency; 1.7% or so of the library scored in one or more.
SMILES,GPR35 antagonists,Yfh1-off respiration,AID2073,Rac1 GTP hydrolysis,NTR1 agonist,NTR1 agonist cell count 20 µM,Large T inhibition,GPR55 LPI antagonism,Dengue-2 NS5 capping,GPR55 beta-arrestin,others
O=C(NCC1CCCO1)c1ccc(Oc2ccc([N+](=O)[O-])cc2Cl)cc1 (stereo not drawn),-9.1%,i,-0.1%,-13.4%,-0.2,85,25.6%,-12.6%,-2.7%,-0.1%,
Cc1ccc(CSc2nnc(-c3ccccc3N)c(=O)[nH]2)cc1,18.4%,i,-6.3%,2.9%,4.4,92,6.4%,2.7%,-2.4%,0.2%,
CCOC(=O)CNC(=O)CSc1nc(Cc2ccccc2)nc2ccccc12,-1.0%,.,7.0%,8.8%,1.6,57,30.1%,-9.3%,0.7%,-0.1%,
O=C(COC(=O)C12CC3CC(CC(Br)(C3)C1)C2)N1CCOCC1,-13.2%,i,0.5%,8.5%,1.0,47,7.1%,3.5%,-7.8%,0.2%,
CCSc1nnc(NC(=O)CSc2c(Cl)cccc2Cl)s1,7.7%,i,1.5%,0.8%,-3.1,78,1.6%,4.2%,-17.2%,-0.1%,
COCCN1CCN(C(=O)C2CCC(=O)N(CCc3ccc(Cl)cc3)C2)CC1 (stereo not drawn),-14.8%,.,13.8%,3.0%,-0.6,59,26.5%,12.0%,-5.8%,-0.1%,
COc1ccc(NS(=O)(=O)c2ccc(NC(=O)c3ccc(Br)cc3)cc2)nn1,7.7%,i,11.1%,9.1%,1.4,40,14.7%,6.5%,2.4%,-0.1%,
Cc1cccc(NC(=S)Nc2cccc(C)n2)n1,-6.5%,i,5.1%,2.4%,-0.1,64,-26.4%,-3.7%,-12.4%,0.7%,
COc1ccc(COc2cccc3ccc(C)nc23)cc1F,8.7%,.,8.1%,3.5%,-0.9,53,12.8%,12.6%,-3.6%,0.4%,
NC(=O)c1sc2nc3c(c(-c4ccccc4)c2c1N)CCC3,-15.8%,i,-0.8%,2.6%,0.9,93,5.8%,-6.7%,-13.0%,-0.2%,Dengue-2 NS5 capping pilot replicate=3.9
O=C(Nc1cccc(F)c1)C1CC(=O)N(c2ccc(Cl)cc2)C1 (stereo not drawn),3.1%,i,-1.7%,4.0%,0.1,89,-0.3%,-2.4%,-0.8%,-0.2%,
COc1ccc(/C=N/NC(=O)c2cccnc2)cc1COc1ccc(NC(C)=O)cc1,-5.7%,i,22.3%,20.5%,3.0,51,15.2%,-25.5%,5.4%,0.4%,
Cc1oc(-c2ccc(Cl)cc2)nc1CS(=O)CC(=O)NCc1cccs1 (stereo not drawn),-4.6%,i,12.0%,5.9%,5.0,106,5.2%,-6.1%,-4.8%,-0.1%,
O=C1CN(C(=O)COC(=O)c2ccccc2O)c2ccccc2N1,-0.9%,i,3.1%,13.0%,-1.1,43,9.6%,-6.1%,-11.1%,-0.1%,
COC(=O)[C@H](Cc1c[nH]c2ccccc12)NC(=O)NCc1ccc(OC)cc1,0.9%,.,25.6%,7.3%,-0.1,113,8.4%,4.2%,-6.5%,0.0%,
O=C(Nc1ccc(Cl)cc1F)c1ccccc1Br,-9.3%,i,5.9%,5.1%,0.2,28,8.4%,11.5%,-2.2%,0.1%,
CC(C(=O)Nc1ccc(S(=O)(=O)N2CCCC2)cc1)N1CCN(C(=O)c2ccco2)CC1 (stereo not drawn),6.2%,i,2.0%,9.1%,0.8,69,4.6%,16.1%,-10.4%,0.2%,
Cc1ccccc1C(=O)N1CCC(C(=O)Nc2ccc3c(c2)OCCO3)CC1,20.4%,i,1.4%,2.2%,0.5,42,7.9%,-1.8%,2.2%,-0.1%,
COc1cc(OC)c(OC)cc1/C=C1\Oc2cc(OS(C)(=O)=O)ccc2C1=O,9.9%,i,44.2%,13.6%,0.7,76,23.0%,13.1%,-19.1%,0.0%,
COc1cccc(-c2nc(NC(C)C)c3ccccc3n2)c1O,-3.1%,i,5.1%,8.0%,63.5*,96*,4.8%,16.9%,2.0%,-0.1%,Dengue-2 NS5 capping pilot replicate=0.5
COc1ccccc1N1CCN(Cc2nc(N)nc(Nc3ccc(C)c(Cl)c3)n2)CC1,-14.5%,i,1.4%,2.8%,12.3,71,0.6%,6.5%,-6.5%,-0.2%,
COc1ccc(S(=O)(=O)N(C)c2ccc(OC(=O)C(C)Oc3ccc(F)cc3)cc2)cc1 (stereo not drawn),.,.,.,7.3%,1.1,60,13.0%,.,-0.7%,.,
Cc1cc(NC(=O)c2cccnc2)ccc1NC(=O)c1cc2ccccc2o1,3.4%,.,4.8%,-10.4%,1.0,83,6.0%,8.7%,0.0%,-0.1%,
CC(CCc1ccccc1)NC(=O)C(Cc1ccccc1)NC(N)=O (stereo not drawn),0.5%,.,8.2%,-1.4%,0.2,61,-3.1%,-6.1%,-4.0%,-0.2%,
COc1cc(C(=O)NCC(c2ccco2)N2CCc3ccccc3C2)cc(OC)c1OC (stereo not drawn),.,.,.,1.2%,0.9,44,13.2%,.,2.9%,.,
Cc1ccc(OCCC(=O)OCC(=O)N2c3ccccc3CC2C)cc1 (stereo not drawn),-1.3%,i,-1.4%,10.5%,1.8,41,-4.8%,6.7%,4.3%,-0.4%,
CCN(CC)CCN1C(=O)C2C(C(=O)Nc3cccc(C)c3)C3C=CC2(O3)C1C(=O)NC1CCCC(C)C1C (stereo not drawn),8.6%,.,8.0%,6.4%,0.4,44,7.1%,7.8%,-0.9%,-0.2%,
CCOc1cc2[nH]c(=S)n(CCc3ccc(OC)c(OC)c3)c(=O)c2cc1OCC,26.8%,i,-12.8%,2.8%,18.2,71,-7.1%,17.2%,3.8%,0.2%,Dengue-2 NS5 capping pilot replicate=0.9
CCOc1ccc(NS(=O)(=O)c2ccc(C(=O)NCC(C)(C)N3CCOCC3)cc2)cc1,.,.,.,11.8%,2.0,53,11.3%,.,-9.5%,.,
COc1cccc(NC(=O)NC2CCN(CC(=O)Nc3ccccc3[N+](=O)[O-])CC2)c1,-10.1%,.,0.4%,4.7%,0.8,58,-0.8%,-4.0%,-5.3%,-0.2%,
O=C(O)c1cccc(N2C(=O)C3CC=CCC3C2=O)c1 (stereo not drawn),-12.0%,i,12.3%,2.0%,0.9,51,5.0%,5.9%,-1.4%,0.3%,
CCOc1ccc(NC(=S)N(CCc2c(C)[nH]c3ccc(C)cc23)Cc2ccncc2)cc1,-6.8%,.,-1.5%,6.5%,1.2,59,9.2%,7.6%,-0.7%,-0.3%,
COc1ccc(CCNC(=O)CSc2nc3[nH]ncc3c(=O)n2-c2cccc(C(F)(F)F)c2)cc1OC,3.2%,i,-29.3%,3.6%,1.0,43,9.1%,12.4%,-3.9%,-0.6%,
CCNC(=O)c1ccccc1NC(=O)c1cccc(S(=O)(=O)N2CCC(C)CC2)c1,9.3%,i,3.5%,10.1%,13.5,68,0.3%,-2.8%,2.1%,-0.1%,
CC(c1cccs1)N(C(=O)Nc1ccccc1)C1CCCCC1 (stereo not drawn),-3.8%,i,-4.4%,1.8%,-1.2,76,13.2%,18.2%,-2.5%,0.1%,
CN(C)CCCSc1nc2ccccc2s1,-6.7%,i,-5.3%,11.0%,-1.5,80,2.3%,-14.2%,4.5%,1.7%,
Cc1cccc2sc(NNC(=O)c3ccc4c(c3)OCCO4)nc12,4.5%,.,35.6%,16.1%,-3.1,81,16.3%,-0.3%,-2.8%,0.2%,
O=C(Cc1ccc2c(c1)OCCO2)N1CCN(S(=O)(=O)c2cccc(C(F)(F)F)c2)CC1,5.5%,i,2.0%,2.8%,0.1,75,15.4%,-7.3%,0.0%,0.1%,
O=C(C(Cc1ccccc1)N1C(=O)c2ccccc2C1=O)N1c2ccccc2CCc2ccccc21 (stereo not drawn),6.7%,i,-4.6%,8.2%,4.0,89,9.1%,2.1%,-7.2%,-0.3%,
CC(C)COC(=O)C1[C@H]2C(=O)N(Cc3cccs3)C[C@]23C=C[C@H]1O3 (stereo partly drawn),-9.8%,i,-3.1%,9.9%,1.9,56,11.1%,10.0%,0.0%,-0.1%,
CCc1c(C)nc(N)nc1OCC(F)(F)C(F)F,1.7%,i,-6.2%,5.6%,0.5,64,16.2%,-7.9%,-9.6%,0.4%,
Clc1ccccc1Cn1nnc2c(NCC3CC3)ncnc21,0.9%,i,-4.9%,-0.1%,0.9,55,-0.5%,2.9%,-2.7%,1.3%,
COc1cc(-c2nnc3sc(Cc4ccc(Cl)cc4)nn23)cc(OC)c1OC,.,.,.,7.1%,20.8,61,15.4%,.,4.6%,.,
COC(=O)c1ccc(COc2ccc(/C=N/O)cc2OC)o1,15.3%,i,31.6%,-2.8%,3.3,36,22.0%,4.8%,-7.0%,0.0%,
CC1CN(S(=O)(=O)c2cccc(C(=O)NCCC3=CCCCC3)c2)CC(C)O1 (stereo not drawn),.,.,.,6.4%,1.1,60,10.0%,.,7.3%,.,
O=C(OCCN1C(=O)c2cccc3c(N4CCOCC4)ccc(c23)C1=O)c1cc(Cl)cc(Cl)c1,-6.0%,i,?,.,.,.,-1.0%,3.9%,.,0.7%,
COc1ccc(NC(=O)CSc2ncnc3c2nnn3-c2ccc(F)cc2)c(OC)c1,-15.8%,i,4.5%,-1.8%,5.3,73,-1.6%,-11.9%,-6.8%,-0.2%,
CCOC(=O)c1cccc(NC(=O)CCNS(=O)(=O)c2ccc3c(c2)CCN3C(=O)CC)c1,-3.0%,i,40.7%,7.6%,-2.0,90,8.4%,34.3%,-7.4%,0.0%,
Cc1nc(-c2nc(C(=O)NNS(C)(=O)=O)cs2)cs1,33.7%,i,-12.0%,1.2%,0.6,46,3.3%,-2.0%,-8.6%,-0.1%,
